TrxR1 inh = qHTS Assay for Inhibitors of Mammalian Selenoprotein Thioredoxin Reductase 1 (TrxR1): qHTS; AID 588453, 2011; Potency, µM (doses to about 114 µM), without a hit: at the highest dose activity change, negative = inhibition, usual class: inhibitors; recombinant rTrxR1, NADPH fluorescence consumption, selenite substrate; hit rate 1% among 390,000; also: % is scaled to controls: 0 for no effect and ±100 for the full control effect; nearly all actives have a fitted effect of over 65% in size
Target sequence (O89049 whole entry, looked up): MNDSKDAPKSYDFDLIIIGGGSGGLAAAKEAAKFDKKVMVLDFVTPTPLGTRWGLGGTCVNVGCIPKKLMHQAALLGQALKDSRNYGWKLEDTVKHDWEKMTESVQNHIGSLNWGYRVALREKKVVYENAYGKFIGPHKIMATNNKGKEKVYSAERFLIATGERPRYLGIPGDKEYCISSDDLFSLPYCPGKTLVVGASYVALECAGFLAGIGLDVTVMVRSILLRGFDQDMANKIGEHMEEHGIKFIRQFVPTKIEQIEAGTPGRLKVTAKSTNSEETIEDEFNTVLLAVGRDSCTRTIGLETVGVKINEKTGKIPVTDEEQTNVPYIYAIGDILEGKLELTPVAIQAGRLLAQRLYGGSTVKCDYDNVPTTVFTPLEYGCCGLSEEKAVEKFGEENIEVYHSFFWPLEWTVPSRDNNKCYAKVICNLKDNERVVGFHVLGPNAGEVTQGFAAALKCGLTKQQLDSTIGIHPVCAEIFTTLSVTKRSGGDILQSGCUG
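Rat TrxR1 (90 nM in the dispensed reagent) was pre-reduced with 400 uM NADPH for 5 min at room temperature, then incubated with compound for 15 min. After 400 uM selenite was added, NADPH fluorescence (Ex 340/Em 450 nm) was followed for 8 min.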
USP1 inh = Inhibitors of USP1/UAF1: Primary Screen | hit rate 0.23% among 390,000 | Ubiquitin carboxyl-terminal hydrolase 1 (Homo sapiens), O94782 | Potency, µM (titrated, usually from 57.1 µM), without a hit: at the top dose activity change, negative = inhibition, actives largely listed as inhibitors | recombinant USP1/UAF1, Ub-Rhodamine cleavage fluorescence; also: % is scaled to controls: 0 for no effect and ±100 for the full control effect; nearly all actives have a fitted effect of over 60% in size; inactives centre near -12
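High-throughput fluorogenic screen: 1nM USP1/UAF1 complex, Ub-Rho substrate 150nM final, 50mM HEPES pH 7.8 with 0.5mM EDTA, 0.1 mg/ml BSA, 1mM TCEP and 0.01% Tween-20.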
RGS4 inh = Inhibitors of Regulator of G Protein Signaling (RGS) 4: qHTS; Transcreener GDP fluorescence polarization, RGS4-accelerated GTP hydrolysis; Potency, µM (top dose mostly 114 µM), for the others: top-dose activity change, negative = inhibition, usual class: inhibitors; hit rate 0.039% among 390,000; AID 504845, 2011; also: % is scaled to controls: 0 for no effect and ±100 for the full control effect; nearly all actives have a fitted effect of over 75% in size; some results filed as inactive show a strong effect at the top dose
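MLSMR compounds (23 nl, pin-transferred) preincubated 10 min at room temperature with a 500nM (2x) first reagent, then RGS4 at 900nM (2x) plus Transcreener GDP mix added; fluorescence polarization (620/688 nm) read before and after 90 min at 30 °C.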
mIDH1 inhibitor = qHTS for Inhibitors of mutant isocitrate dehydrogenase 1 (IDH1): qHTS; Potency, µM (highest dose often 76.6 µM), without a hit: at the top dose activity change, negative = inhibition, usual class: inhibitors; hit rate 0.093% among 390,000; IDH1-R132H enzyme, NADPH consumption, diaphorase/resazurin fluorescence; Isocitrate dehydrogenase [NADP] cytoplasmic (Homo sapiens), O75874; also: % is scaled to controls: 0 for no effect and ±100 for the full control effect; nearly all actives have a fitted effect of over 65% in size
Target sequence (O75874 whole entry R132H, stated change not applied): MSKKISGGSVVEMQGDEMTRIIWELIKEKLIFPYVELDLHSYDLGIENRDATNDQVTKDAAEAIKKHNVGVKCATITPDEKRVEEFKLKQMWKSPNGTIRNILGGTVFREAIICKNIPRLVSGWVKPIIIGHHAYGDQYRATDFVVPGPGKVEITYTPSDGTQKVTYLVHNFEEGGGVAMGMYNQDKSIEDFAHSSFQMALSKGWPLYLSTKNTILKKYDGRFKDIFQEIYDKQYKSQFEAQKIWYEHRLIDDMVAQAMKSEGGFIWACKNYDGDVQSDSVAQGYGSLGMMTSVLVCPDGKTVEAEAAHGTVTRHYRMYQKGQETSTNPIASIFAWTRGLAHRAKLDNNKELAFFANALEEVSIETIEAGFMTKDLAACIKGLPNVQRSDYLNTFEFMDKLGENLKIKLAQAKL
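IDH1-R132H (0.5 ug/mL dispensed) in pH 7.5 Tris buffer was preincubated 30 min with compound, then given a substrate mix of 0.016 mM NADPH and 2 mM alpha-KG for 80 min at room temperature; remaining NADPH was read by diaphorase/resazurin fluorescence.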
TrxR1 substrate = qHTS Assay for Substrates of Mammalian Selenoprotein Thioredoxin Reductase 1 (TrxR1): qHTS; hit rate 0.01% among 390,000; purified TrxR1 substrate turnover, NADPH consumption readout; Potency, µM (titrated, usually from 114 µM), for inactives: at the top dose activity change, negative = substrate turnover; AID 588456, 2011; also: % is scaled to controls: 0 for no effect and ±100 for the full control effect; nearly all actives have a fitted effect of over 50% in size
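Rat TrxR1, dispensed at 90 nM, was prereduced with 400 uM NADPH (final) for 5 min at ~22 deg C, then incubated with compound 15 min before 400 uM selenite. A first-read NADPH fluorescence drop versus no-compound background flagged substrates.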
RXFP1 ag = qHTS Assay for Agonists of the Relaxin Receptor RXFP1; HEK293T-RXFP1 cAMP TR-FRET, 30 min; response scale: percent of porcine relaxin response, buffer zero; Potency, µM (top dose mostly 57.5 µM), for the others: top-dose activation, actives largely listed as activators; hit rate 0.3% among 370,000; also: % is scaled to controls: 0 for no effect and ±100 for the full control effect; nearly all actives have a fitted effect of over 60% in size; many of its hits are not listed in these tables
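HEK293T cells stably expressing RXFP1 were pretreated with the PDE4 inhibitor Ro 20174, exposed to compounds for 30 min at 37C, lysed, and cAMP was read by TR-FRET. Data normalized to buffer (basal) and 29 nM porcine relaxin (100%).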
Vif-APOBEC3F blk = qHTS for Inhibitors of Vif-A3F Interactions: qHTS | HeLa A3F-eYFP + Vif (tagged APOBEC3F with the HIV-1 protein that degrades it), YFP fluorescence increase | Potency, µM (titrated, usually from 46.1 µM), without a hit: top-dose activity, negative = active | hit rate 0.2% among 390,000 | AID 602313, 2012; also: % of control where 0% means no effect; nearly all actives have a fitted effect of over 65% in size
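Fluorescence increase (Ex 488/Em 500-530) after overnight compound treatment at 37 deg C flags inhibition of Vif-driven A3F-eYFP loss in stable HeLa A3F-eYFP/Vif cells seeded overnight beforehand.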
12-LOX inh = Primary qHTS assay for inhibitors of human arachidonate 12S-lipoxygenase (ALOX12): Round 2; purified 12hLO, xylenol orange hydroperoxide absorbance; AID 1671190, 2021; Potency, µM (top dose mostly 108 µM), for the others: at the highest dose activity change, negative = inhibition, hits mostly inhibitors; hit rate 1.1% among 580,000; Polyunsaturated fatty acid lipoxygenase ALOX12 (Homo sapiens), P18054; also: % is scaled to controls: 0 for no effect and ±100 for the full control effect
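Purified human 12hLO (150 nM final) in 25 mM Hepes, 0.01% Triton X-100, pH 7.0 was preincubated 15 min at room temperature with compound. Then 40 uM arachidonic acid was added, 30 min. Hydroperoxide was read by Fe-XO absorbance ratio 573/405 nm.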
Vif-APOBEC3G blk = qHTS for Inhibitors of Vif-A3G Interactions: qHTS | DNA dC->dU-editing enzyme APOBEC-3G (Homo sapiens), Q9HC16 | HeLa A3G-eYFP + Vif (tagged APOBEC3G with the HIV-1 protein that degrades it), YFP fluorescence, overnight | Potency, µM (top dose mostly 46.1 µM), for the others: at the top dose activity, negative = active, usual class: inhibitors | hit rate 0.076% among 410,000;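 also: % is scaled to controls: 0 for no effect and ±100 for the full control effect; nearly all actives have a fitted effect of over 60% in size; hits raise eYFP signal because A3G escapes Vif-driven loss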
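HeLa cells stably expressing Vif and C-terminally eYFP-tagged A3G, seeded overnight at 37 deg C, then exposed to compound by pintool overnight at 37 deg C. Rise in yellow fluorescence (Ex 488/Em 500-530, Acumen) marks blocked Vif-driven A3G degradation.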
* = called active by the depositor; ? = inconclusive; · = not tested or not shown; & = joins results of further samples; [ ] = another dose, or the depositor's remark. Calls follow the shape of the dose curve; as a rule, active = well fitted curve in the direction sought with a large enough effect; inconclusive = small, poorly fitted or top-dose-only effect, or another doubt; inactive = no such curve, though single readings can be large; an effect the other way counts as inactive or inconclusive. Potency is read from the fitted curve at half-maximal effect.

Structure	TrxR1 inh	USP1 inh	RGS4 inh	mIDH1 inhibitor	TrxR1 substrate	RXFP1 ag	Vif-APOBEC3F blk	12-LOX inh	Vif-APOBEC3G blk
Cc1ccccc1CSc1nc(-c2ccccc2)cc(=O)[nH]1	-10%	2%	6%	6%	-15%	1.3%	2%	16%	0%
C[C@@H]1CN([C@@H](C)CO)C(=O)CCCn2nncc2CO[C@H]1CN(C)Cc1ccc(-c2ccccc2)cc1	·	-29%	·	0%	·	·	-1%	-26%	0%
CCc1ccc(NS(=O)(=O)c2c(C)nc3sc(CC)nn3c2=O)cc1	-2%&3%	-16%&2%	1%&-2%	-1%&0%	-6%&-3%	-0.2%&3.3%	-3%&-21%	-28%&2%	6%&1%
CCCC1(C(=O)OC)NC(c2ccc(OC)c(OC)c2)C2C(=O)N(c3ccc4c(c3)OCO4)C(=O)C21 (stereo not given)	-26%	-1%	16%	1%	-11%	-0.1%	-4%	0%	1%
COc1ccc(OC)c(S(=O)(=O)Nc2ccccc2C(=O)N2CCCCC2)c1	2%	3%	19%	-4%	-3%	-0.2%	-2%	?	3%
O=C(NS(=O)(=O)c1ccc(Cl)s1)c1ccccc1	14%	-5%	13%	0%	-5%	0.9%	10%	-1%	2%
Cc1sc2nc(COC(=O)C(NC(=O)c3ccc(Cl)cc3Cl)C(C)C)[nH]c(=O)c2c1C (stereo not given)	4%	-19%	-45%	8%	4%	1.6%	-11%	-25%	-2%
O=[N+]([O-])c1cccc(OCCN2CCC(Cc3ccccc3)CC2)c1	15%	-9%	-7%	-2%	-5%	0.6%	-17%	0.63µM*	0%
NCCCC[C@H]1CNC(=O)C(=O)N1CCC12CC3CC(CC(C3)C1)C2	14%[57.1 µM]	-25%	-9%	-2%	11%[57.1 µM]	1.0%	4%	1%	1%
COc1ccc([N+](=O)[O-])c(OC)c1C(=O)NC(=O)Nc1c(C)cccc1C	6%	-15%	1%	-6%	-5%	-5.3%	2%	17%	-3%
O=C(N=C1SC2CS(=O)(=O)CC2N1c1ccc(Cl)cc1Cl)C1CC1 (stereo not given)	22%	-25%	5%	-7%	3%	2.7%	2%	13%	-5%
COc1ccccc1NC(=O)CN1CCC(C(=O)c2ccc(F)cc2)CC1	11%	-22%	-8%	9%	-4%	2.6%	-1%	0%	0%
CCO[C@@H]1OC(C(=O)N2CCN(Cc3ccc4c(c3)OCO4)CC2)=C[C@H](C)[C@H]1CCCO	19%[57.1 µM]	3%	20%	3%	9%[57.1 µM]	1.3%	5%	-54%	3%
COc1cccc(NC(=O)c2nc3nc(C)cc(C(F)F)n3n2)c1	?	-17%	-22%	8%	-10%[57.1 µM]	0.4%	1%	8%[57.4 µM]	-4%
CCCN(CC(=O)Nc1ccccc1OC)C(=O)CCC(=O)c1ccc(OCC)cc1	16%	-20%	-11%	-16%	-1%	0.0%	-2%	357%[activator]	-4%
CC1=CS(=O)(=O)CC1Sc1ncn[nH]1 (stereo not given)	-9%[57.1 µM]	-3%	4%	0%	-4%	-0.5%	6%	?	2%
O=C(N/N=C1\C2CN3CCN(C2)CC1(c1ccccc1)C3)Nc1ccccc1	7%[57.1 µM]	-21%	-12%	8%	-1%[57.1 µM]	0.5%	-7%	31%[activator]	0%
COc1ccc(-c2nc(SC(CC(=O)NCc3ccccc3)c3ccc(OC)c(OC)c3)n[nH]2)cc1 (stereo not given)	11%	-9%	-19%	-5%	-6%	0.7%	1%	-11%	2%
Cc1cc(C(C)(C)C)oc1C(=O)N(CC(=O)NC1CCCC1)c1ccc(F)cc1	10%	?	-7%	3%	-7%	-0.9%	4%	-15%	0%
COc1ccc(CC(=O)NCc2nc(-c3ccccc3)no2)cc1	8%	-22%	-38%	6%	0%	-0.6%	2%	10%	-5%

Records listed above shown as hits in 12-LOX inh.
| smiles | TrxR1 inh | USP1 inh | RGS4 inh | mIDH1 inhibitor | TrxR1 substrate | 12-LOX inh |
| --- | --- | --- | --- | --- | --- | --- |
| O=[N+]([O-])c1cccc(OCCN2CCC(Cc3ccccc3)CC2)c1 | 15% | -9% | -7% | -2% | -5% | 0.63µM* |

Next section:
Structure	TrxR1 inh	USP1 inh	RGS4 inh	mIDH1 inhibitor	TrxR1 substrate	RXFP1 ag	Vif-APOBEC3F blk	12-LOX inh	Vif-APOBEC3G blk
CCOc1ccccc1CN1CCc2nc(N3CCN(C)CC3)ncc2C1	16%[57.1 µM]	-21%	4%	23%	8%[57.1 µM]	-0.3%	-1%	?	3%
Cc1onc(-c2ccccc2)c1C(=O)NCc1ccc(F)cc1	15%[57.1 µM]	-10%	-28%	4%	-15%[57.1 µM]	·	4%	0%	3%
O=C(c1ccc2c(c1)OCO2)c1cn(Cc2ccc(Cl)cc2)c2ccc(F)cc2c1=O	4%	-9%	3%	-2%	-7%	-2.0%	-1%	-63%	1%
Cn1ncc2c(NNC(=O)c3ccc(O)cc3)ncnc21	15%	-19%	-4%[56.9 µM]	2%	0%	22%	0%	19%	1%
OCCNCCOc1ccccc1-c1ccccc1	-8%	-1%	5%	10%	-7%	-2.7%	1%	-20%	-1%
COc1ccc(NS(=O)(=O)c2ccc3c(c2)CCN3C(=O)CCC(=O)O)cc1Cl	27%	-3%	12%	0%	0%	-2.5%	1%	-1%	-1%
Cc1ccc(S(=O)(=O)Nc2cccc(C(=O)NCC(c3ccc(F)cc3)N3CCOCC3)c2)cc1 (stereo not given)	8%	-11%	-12%	-11%	-5%	·	0%	0%	0%
CC(C)(C)OC(=O)N1CCC(C(=O)N2CCCCCC2)CC1	1%	-22%	4%	9%	-3%	2.1%	-7%	0%	1%
CCCC[C@H]1COCCS(=O)(=O)N1Cc1cccc(F)c1	14%&-4%	-20%	10%	15%	3%&-3%	-2.7%	-15%	10%	3%&0%
O=C(CCn1c(=O)c2ccccc2n(CC(=O)Nc2ccc(F)cc2)c1=O)NCCc1ccccc1	8%	-30%	-23%	-5%	4%	2.1%	-3%	-7%	-5%
O=C(OCCN1C(=O)c2ccccc2C1=O)c1ccco1	-15%	-7%	-27%	6%	-3%	3.2%	·	-11%	-2%
COc1ccc2c(c1)-c1nc(NC(=O)c3ccccc3F)sc1CC2	45%[activator]	?	-13%	12%	86%[activator]	4.6%	-5%	?	4%
Cc1ccc2oc(C(=O)N(Cc3ccncc3)CC3CCCO3)c(C)c2c1 (stereo not given)	-5%	-6%	-13%	2%	-2%	-1.4%	-13%	6%	0%
Cc1cc(C)n2c(SCC(=O)Nc3ccccc3)nnc2n1	-1%[57.1 µM]	-3%	7%	-18%	4%[57.1 µM]	4.1%	0%	8%[57.4 µM]	-1%
CC(OC(=O)CCN=C1NS(=O)(=O)c2ccccc21)C(=O)Nc1ccc(S(N)(=O)=O)cc1 (stereo not given)	-15%	3%	11%	-5%	-15%	0.4%	-3%	-10%	-6%
O=C1C=C(c2ccc(CO)cc2)C[C@@H](c2ccc(F)cc2)C1	·	-22%	·	-9%	·	·	0%	-43%	-1%
Cc1ccc(OCC(O)CN2CCN(c3ccc(C)cc3)CC2)cc1 (stereo not given)	7%	-3%	-6%	1%	0%	0.0%	-3%	3%	-1%
CCOc1ccc(C(=O)N[C@H](C(=O)N2CCN(c3ncccn3)CC2)C(C)C)cc1	·	-19%	·	14%	·	·	-5%	-7%	3%
CC1CC(C)CN(C(=O)COC(=O)c2cc([N+](=O)[O-])ccc2N2CCOCC2)C1 (stereo not given)	-3%	-18%	-30%	2%	-7%	0.9%	2%	-8%	0%
O=C(CCc1c[nH]c2ccccc12)NCC(=O)Nc1ccc(F)c(F)c1F	16%[57.1 µM]	-7%	12%	4%	5%[57.1 µM]	1.3%	-14%	49%[activator]	2%

Remaining list, next part
Structure	TrxR1 inh	USP1 inh	RGS4 inh	mIDH1 inhibitor	TrxR1 substrate	RXFP1 ag	Vif-APOBEC3F blk	12-LOX inh	Vif-APOBEC3G blk
O=C(CSc1n[nH]c(=O)n1C1CC1)Nc1ccccc1	28%	-18%	3%	-2%	4%	0.5%	0%	-33%	-7%
O=C(CCC(=O)NNC(=O)COc1ccc(Br)cc1)NCc1ccccc1	23%[57.1 µM]	1%	-34%	9%	-20%[57.1 µM]	-0.2%	-23%	-5%	-7%
CCC(C)NC(=O)C1CCC(=O)N1Cc1ccc(C)cc1 (stereo not given)	5%	-14%	1%	2%	-2%	-1.9%	-6%	160%[activator]	1%
Cc1cccc(N(NC(=O)C(C)(C)O)C(=O)c2ccccc2)c1	15%	-8%	22%	-2%	12%[57.1 µM]	4.7%	-6%	157%[activator]	3%
CNc1ccccc1C(C)(C)c1cc(C)[nH]n1	24%	-20%	?	9%	-6%	-0.2%	4%	-5%	0%

Only part of the results is shown; rates above refer to the full screens.
